Compound activity: PubChem, National Center for Advancing Translational Sciences (NCATS)
Lipid storage S3 – qHTS Assay for Lipid Storage Modulators in Drosophila S3 Cells; Potency in µM for hits, for the others lipid storage change, negative = inhibition, % at the top dose, mostly 46.1 µM; 320,000 tested, 0.64% active; Drosophila S3 cells, BODIPY lipid droplet fluorescence, 18-24 h; cells fed with added oleic acid; active = well fitted inhibition curve with a large enough effect in the signal ratio, with a control signal flat, not every such curve was filed as active; inconclusive = small, poorly fitted or top-dose-only effect, or effect the other way, or a change in a side signal; the % refers to the signal ratio
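Drosophila S3 cells got compounds at several concentrations plus oleic acid (400 uM solution). Laser-scanning cytometry with 488 nm excitation read lipid droplets at 500-530 nm and cells at 575-640 nm. Percent activity was relative to 20 uM Triacsin C.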
Lipid storage S3 cell count max – further read-out of Lipid storage S3, marked with its call; cell number change, %; measured here: cell count max response;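 cells counted by Cell Tracker Red CMTPX staining in the red channel; peak over a dose series mostly up to 46.1 µM; percent activity relative to internal control wells on each plate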
* = called active by the depositor; i = inactive; ? = inconclusive; · = not tested or not shown. % is scaled to controls: 0 for no effect and ±100 for the full control effect; potency is read from the fitted curve at half-maximal effect. A portion of the library; the hit share may differ from the screen's.

Lipid storage S3 | Lipid storage S3 cell count max | SMILES
? | · | COc1ccc2oc(=O)c(C(=O)N3CCN(c4ccccc4C)CC3)cc2c1
? | · | COc1ccc(C2=NS(=O)(=O)N(C)C(C(=O)Nc3ccc4c(c3)OCO4)=C2)cc1
i | · | Cc1cc(C)nc(SCCCNCc2ccccc2)n1
i | -12 | O=C(CNc1cccc([N+](=O)[O-])c1)N1CCN(S(=O)(=O)c2ccc(Cl)cc2)CC1
i | -29 | C=CCN(C(=O)c1csnn1)C(C(=O)NCc1ccccc1)c1ccccc1F (stereo not drawn)
? | · | C=CCn1c(SCCOC)nc2c1c(=O)[nH]c(=O)n2C
? | · | C=CCn1c(SCC(=O)/C(C#N)=C(\C)N)nnc1C1CCCCC1
i | -12 | COCc1cc(=O)[nH]c(N2CCN(C(=O)c3ccco3)CC2)n1
? | · | COc1ccc(CCNc2oc(COc3ccccc3Cl)nc2C#N)cc1OC
1% | -10 | CCC1=[N+](CC(=O)c2ccc(C)cc2)CCn2c(C)ccc21
11% | 12 | COC(=O)CSc1nnc(CNC(=O)c2ccc(OC)cc2OC)n1C
? | · | O=C(NCCC(=O)N(CCc1ccccc1)Cc1ccccc1)c1ccc(Br)cc1
-4% | 18 | Cc1ccc(OCC(O)Cn2nc(C)cc2C)cc1 (stereo not drawn)
-7% | -8 | CC(=O)c1cccc(NC(=O)CSc2n[nH]c(-c3ccncc3)n2)c1
12% | 3 | COc1ccccc1NC(=O)CN1CCC(c2nc3ccc(C)cc3[nH]2)CC1
i | -7 | COC(=O)/C(C#N)=C/c1c(N2CCN(c3ccc(OC)cc3)CC2)nc2c(C)cccn2c1=O
? | · | Oc1cc(-c2ccccc2)c2ccccc2c1
? | · | C=CCOC(=O)/C(=C/c1ccco1)NC(=O)/C=C/c1ccccc1
5% | 3 | O=C(O)c1cccnc1SC1CC(=O)N(CCc2ccccc2)C1=O (stereo not drawn)
-8% | 17 | O=C(CCCc1nc2ccccc2s1)NC(c1ccccc1)c1ccccc1
? | · | COc1ccc(NC2=NC(C)(CO)CS2)cc1 (stereo not drawn)
? | · | COc1ccccc1/C=C/C(=O)NC(=S)N(C)C1CCCCC1
? | · | O=C(COc1cccc2ccccc12)N/N=C/c1ccco1
? | · | CCOC(=O)c1ccc2nc(Nc3nc4ccc(F)cc4s3)sc2c1
-7% | 7 | CCCn1nnc(NC(=O)c2ccccc2Br)n1
? | · | COc1ccc(NC(=O)CN2C(=O)NC(c3ccccc3)(c3ccccc3)C2=O)cc1
2% | 11 | NC(=O)c1ccc[n+](CC(=O)c2ccc(NC(=O)c3ccccc3)cc2)c1
? | · | COc1ccc(CCN2CC(C(=O)NCc3c(C)n[nH]c3C)CCC2=O)cc1 (stereo not drawn)
? | · | Clc1ccc(Oc2cccc(/C=N/n3cnnc3)c2)cc1
? | · | CCCc1cc(=O)[nH]c(SCC(=O)c2cc(C)n(C3CC3)c2C)n1
9% | -8 | CCN(CC)CC(C)CNC(=O)CC(C(=O)N1CCc2ccccc21)n1ccnc1 (stereo not drawn)
? | · | CCOc1ccc(-c2c(C(=O)N/N=C/c3c[nH]c4ccccc34)nnn2-c2nonc2N)cc1
? | · | Cc1ccc(S(=O)(=O)NCCNC(C)c2ccc(Br)cc2)cc1 (stereo not drawn)
? | · | COc1ccccc1NC(=O)C(C)OC(=O)CCC1CCCCC1 (stereo not drawn)
-8% | -13 | Cc1c(Nc2ncnc3nc[nH]c23)c(=O)n(-c2ccccc2)n1C
? | · | COc1cc(C(C)=O)ccc1OCC(O)CN1CCN(S(=O)(=O)c2ccccc2)CC1 (stereo not drawn)
? | · | CCOC(=O)C1=C(C)NC(SCC(=O)O)=NC1c1ccccc1 (stereo not drawn)
-3% | 4 | COc1ccc(/C(N)=N/OC(=O)c2cccs2)cc1
? | · | O=C1Nc2ccccc2/C1=N/c1sc2c(c1C(=O)NCCc1ccccc1)CCCC2
? | · | CCOc1ccc(Nc2nc(Cc3nnc(SCC(N)=O)o3)cs2)cc1
i | · | Cc1cccc(S(=O)Cc2ccc(C(=O)N3CCOCC3)o2)c1 (stereo not drawn)
21% | · | CC1CCCC(NC(=O)C2CCN(C(=O)Nc3ccccc3)CC2)C1C (stereo not drawn)
2% | 8 | C/C(=N\NC(=O)c1ccc2c(c1)OCO2)c1ccc(C(=O)O)s1
? | · | CCN1CCCC(CO)(Cc2ccccc2)C1 (stereo not drawn)
? | · | O=c1[nH]c(C2CCN(S(=O)(=O)c3ccc4c(c3)OCCO4)CC2)nc2c1nnn2Cc1c(F)cccc1Cl
? | · | CCOC(=O)C1CCCN(CCC(=O)Nc2cc(OC)ccc2OC)C1 (stereo not drawn)
? | · | Cc1cc(C(=O)Nc2ccccn2)no1
? | · | COc1ccc(C(=O)COC(=O)CCn2nnc(-c3cccs3)n2)cc1
i | 8 | O=C(NCc1ccc(F)cc1)C(=O)NCC1CCCN1S(=O)(=O)c1ccccc1 (stereo not drawn)
-4% | -13 | COc1ccccc1C1/C(=C(/O)c2ccc(Cl)cc2)C(=O)C(=O)N1CCN1CCOCC1 (stereo not drawn)
? | · | CCn1cc(C(=O)N2CCN(c3ccc(OC)cc3)CC2)c(=O)c2cc(S(=O)(=O)N3CCOCC3)ccc21
? | · | CCN1C(=O)[C@H]2[C@@H](c3ccc(Cl)cc3)N3C(=O)CN(Cc4ccccc4)C(=O)[C@@]3(C)[C@H]2C1=O
8% | 1 | COc1ccc(N(CC(=O)NCc2ccccc2OC)S(=O)(=O)c2ccccc2[N+](=O)[O-])c(OC)c1
-8% | 5 | NC(=O)c1ccc(NC(=O)COC(=O)c2ccc([N+](=O)[O-])cc2)cc1
-5% | 9 | COc1ccccc1Nc1nc(C)c(C(=O)Nc2ccccc2)s1
? | · | NC(=O)C1CCN(C(=O)C(=O)c2cn(CC(=O)N3CCCC3)c3ccccc23)CC1
? | · | Cn1cccc1/C=N/NC(=O)c1cc(-c2cccs2)nc2ccccc12
5.2µM* | -17* | COc1ccc(C(C[N+](=O)[O-])n2nc(C)cc2C)cc1 (stereo not drawn)
? | · | COc1ccc(N2CCN(Cc3cc(OC)c(O)c([N+](=O)[O-])c3)CC2)cc1
-29% | 0 | COc1ccc(NC(=O)COC(=O)CC2CCCCC2)cc1

(further entries)
Lipid storage S3 | Lipid storage S3 cell count max | SMILES
? | · | O=C(c1cc2c(s1)CCCCC2)N1CCN(c2ncccn2)CC1
? | · | COc1ccc(C2=NN(C(=O)c3cccs3)C(c3ccccc3O)C2)cc1 (stereo not drawn)
? | · | CC(Nc1ncnc2ccccc12)c1ccccc1 (stereo not drawn)
? | · | C/C(=C1\SC(N2CCOCC2)=NC1=O)c1ccccc1
-5% | 8 | Cc1ccc(N2CC(c3nc4ccccc4n3C)CC2=O)cc1 (stereo not drawn)
2% | -5 | COc1ccc(NC(=O)CN(C)C(=O)c2cccc(S(=O)(=O)N3CCN(C)CC3)c2)cc1
10% | 1 | CC(=O)Nc1nnc(-c2c(-c3c(Cl)cccc3Cl)noc2C)o1
i | · | CN1CCN(C(=O)c2cn(-c3ccccc3)nc2-c2cccnc2)CC1
? | · | COc1cccc(C2Nc3ccc4ccccc4c3C3=C2C(=O)CCC3)c1O (stereo not drawn)
8% | 5 | O=c1c(-c2ccc(Cl)cc2)[n+]([O-])c2ccccc2n1OCc1nc2ccccc2[nH]1
3% | 10 | O=C(CCSCc1ccccc1Cl)NC1CCCCC1
? | · | CCCCN(CCCNC(=O)C1CCN(C(=O)c2cc3sccc3n2C)CC1)Cc1ccccc1
? | · | COC(CNS(=O)(=O)c1cccc2nonc12)OC
? | · | Cc1cccc(NS(=O)(=O)c2cccc3cccnc23)n1
-25% | -22 | O=[N+]([O-])c1ccc(Cl)c2cccnc12
i | · | CCSc1nnc(NC(=O)C2(C)Cc3ccccc3C(=O)O2)s1 (stereo not drawn)
? | · | Cc1ccc(N/N=C(\C#N)C(N)=S)c(C)c1
-2% | 5 | Cc1ccc2cc(S(=O)(=O)NCCCC(=O)O)ccc2c1
? | · | O=C(COC(=O)C12CC3CC(CC(O)(C3)C1)C2)NC12CC3CC(CC(C3)C1)C2
1% | -16 | CCOC(=O)c1sc2nc(CSc3nc4ccccc4n3CC)[nH]c(=O)c2c1C
16% | · | COc1ccc(S(=O)(=O)NCC(c2ccco2)N2CCOCC2)cc1 (stereo not drawn)
8% | · | CC(C)NC(=O)Cn1c(SCC(=O)N2CCCCCC2)nc2ccccc21
5% | -2 | COc1ccc(CNC(=O)CCSCc2ccccc2C)cc1
6% | 8 | CC(C)CCn1c(O)c(N=Nc2ccccn2)c2ccccc21
? | · | C/C(=N\NC(=O)OC(C)(C)C)c1ccccc1Br
23% | 18 | Cc1ccc(O)c(CCc2ccc(O)cc2)n1
i | 4 | O=C(CSc1nnc(COc2ccccc2Cl)o1)Nc1ccccc1
-12% | 1 | Nc1nc(C(F)(F)F)cc(=O)[nH]1
? | · | Cc1c(NC(=O)c2cc(-c3ccc4c(c3)OCO4)on2)c(=O)n(-c2ccccc2)n1C
? | · | NC(=O)c1c(NC(=O)CCCn2cnc([N+](=O)[O-])n2)sc2c1CCCC2
? | · | COc1ccc(Cc2nnc(NS(=O)(=O)Cc3ccccc3)s2)cc1
? | · | O=C(N/N=C/c1cc(Cl)ccc1O)c1ccc(Br)cc1
? | · | COc1ccc(CCOC(=O)c2cccc(NC(C)=O)c2)cc1
? | · | CCS(=O)(=O)N1Cc2ccccc2CC1C(=O)N(C)Cc1ccc(OC)cc1OC (stereo not drawn)
i | · | COC(=O)c1ccc(OCCOc2ccc(C(=O)OC)cc2)cc1
-8% | -4 | CC1CCN(C(=O)C2CCN(CC(C)c3ccccc3)CC2)CC1 (stereo not drawn)
11% | 8 | Cc1cc(SCC(=O)OCC(=O)NCc2ccc3c(c2)OCO3)c(C)cc1Br
26% | -4 | CC(C)c1cccc(OCCN2CCCC2)c1
? | · | Cc1cc(F)ccc1S(=O)(=O)NCC1CC2CCC1C2 (stereo not drawn)
? | · | CC(=O)OCCCN1C(=O)c2ccc(Br)cc2C1=O
-4% | -7 | Clc1ccc(CCNc2ncnc3c2nnn3Cc2ccccc2)cc1
? | · | O=C(OCCN1CCN(c2ncc(C(F)(F)F)cc2Cl)CC1)c1ccc(Cl)cc1
? | · | Cc1cc(C)n2nc(SCC(N)=O)nc2n1
i | -18 | O=C(Nc1cc(Cl)ccc1N1CCOCC1)c1ccco1
? | · | CCOC(=O)C(=O)Nc1ccc(Oc2ccccc2)cc1
10% | 16 | O=C(Nc1ccc(Br)cc1Cl)NC1CC1
-6% | 13 | CCc1cccc(OCC(=O)Nc2ccc(S(=O)(=O)Nc3ccccn3)cc2)c1
? | · | O=C(CCc1ccccc1)Nc1ccncc1
7% | · | CN(CCO)c1nc(N)c(C#N)c(CC#N)c1C#N
25% | · | CCS(=O)(=O)c1ccc(O)c(NC(=O)Nc2cccc3ccccc23)c1
i | 10 | CCOc1ccc(NC(=O)C/C(C)=N/NC(=O)COc2ccc(Br)cc2C)cc1
20% | 8 | COc1ccc(Cl)cc1N(C(C)=O)c1nc(C)cc(C)c1C#N
-7% | 16 | Cn1c(-c2nnn(-c3ccc(F)cc3)n2)cc2ccccc21
-6% | -1 | O=C(N/N=C/c1ccc(O)cc1)Nc1cccc2nsnc12
? | 6 | O=C(O)C(Cc1c[nH]c2ccccc12)N1C(=O)c2ccccc2C1=O (stereo not drawn)
? | · | Cc1cc(C)n2nnnc2n1
i | -12 | O=C(CCc1ccccc1)c1nnc(-c2ccccc2)o1
i | -7 | COc1ccc(C(C(=O)NC(C)(C)C)N(C(=O)CCC(=O)Nc2cc(C)on2)c2ccccc2F)cc1 (stereo not drawn)

Filtered by structure: the entries above with an NH in an aromatic ring (13)
Lipid storage S3 | Lipid storage S3 cell count max | SMILES
? | · | C=CCn1c(SCCOC)nc2c1c(=O)[nH]c(=O)n2C
i | -12 | COCc1cc(=O)[nH]c(N2CCN(C(=O)c3ccco3)CC2)n1
-7% | -8 | CC(=O)c1cccc(NC(=O)CSc2n[nH]c(-c3ccncc3)n2)c1
12% | 3 | COc1ccccc1NC(=O)CN1CCC(c2nc3ccc(C)cc3[nH]2)CC1
? | · | COc1ccc(CCN2CC(C(=O)NCc3c(C)n[nH]c3C)CCC2=O)cc1 (stereo not drawn)
? | · | CCCc1cc(=O)[nH]c(SCC(=O)c2cc(C)n(C3CC3)c2C)n1
? | · | CCOc1ccc(-c2c(C(=O)N/N=C/c3c[nH]c4ccccc34)nnn2-c2nonc2N)cc1
-8% | -13 | Cc1c(Nc2ncnc3nc[nH]c23)c(=O)n(-c2ccccc2)n1C
? | · | O=c1[nH]c(C2CCN(S(=O)(=O)c3ccc4c(c3)OCCO4)CC2)nc2c1nnn2Cc1c(F)cccc1Cl
8% | 5 | O=c1c(-c2ccc(Cl)cc2)[n+]([O-])c2ccccc2n1OCc1nc2ccccc2[nH]1
1% | -16 | CCOC(=O)c1sc2nc(CSc3nc4ccccc4n3CC)[nH]c(=O)c2c1C
-12% | 1 | Nc1nc(C(F)(F)F)cc(=O)[nH]1
? | 6 | O=C(O)C(Cc1c[nH]c2ccccc12)N1C(=O)c2ccccc2C1=O (stereo not drawn)
